AMPAR-TARP mod: modulates AMPAR-stargazin complexes; O88602+P19491; HEK293 GluA2+stargazin, membrane potential dye (FDSS), glutamate EC50; hits were called plate by plate, in both directions; calls only at 30 µM; actives 3.5% (n = 40,000);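 active = any of four per-well response measures lying three or more SD from its plate-wide compound average, in either direction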
Target sequence (O88602 whole entry, looked up): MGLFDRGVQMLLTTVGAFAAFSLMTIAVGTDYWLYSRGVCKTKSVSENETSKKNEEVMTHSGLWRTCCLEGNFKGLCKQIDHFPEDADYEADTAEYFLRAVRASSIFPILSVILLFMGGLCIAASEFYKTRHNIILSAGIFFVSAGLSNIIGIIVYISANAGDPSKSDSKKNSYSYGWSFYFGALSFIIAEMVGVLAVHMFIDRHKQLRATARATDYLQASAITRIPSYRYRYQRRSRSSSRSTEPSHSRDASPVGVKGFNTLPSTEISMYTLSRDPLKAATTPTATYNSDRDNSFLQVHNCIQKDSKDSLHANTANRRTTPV
Target sequence (P19491 whole entry, looked up): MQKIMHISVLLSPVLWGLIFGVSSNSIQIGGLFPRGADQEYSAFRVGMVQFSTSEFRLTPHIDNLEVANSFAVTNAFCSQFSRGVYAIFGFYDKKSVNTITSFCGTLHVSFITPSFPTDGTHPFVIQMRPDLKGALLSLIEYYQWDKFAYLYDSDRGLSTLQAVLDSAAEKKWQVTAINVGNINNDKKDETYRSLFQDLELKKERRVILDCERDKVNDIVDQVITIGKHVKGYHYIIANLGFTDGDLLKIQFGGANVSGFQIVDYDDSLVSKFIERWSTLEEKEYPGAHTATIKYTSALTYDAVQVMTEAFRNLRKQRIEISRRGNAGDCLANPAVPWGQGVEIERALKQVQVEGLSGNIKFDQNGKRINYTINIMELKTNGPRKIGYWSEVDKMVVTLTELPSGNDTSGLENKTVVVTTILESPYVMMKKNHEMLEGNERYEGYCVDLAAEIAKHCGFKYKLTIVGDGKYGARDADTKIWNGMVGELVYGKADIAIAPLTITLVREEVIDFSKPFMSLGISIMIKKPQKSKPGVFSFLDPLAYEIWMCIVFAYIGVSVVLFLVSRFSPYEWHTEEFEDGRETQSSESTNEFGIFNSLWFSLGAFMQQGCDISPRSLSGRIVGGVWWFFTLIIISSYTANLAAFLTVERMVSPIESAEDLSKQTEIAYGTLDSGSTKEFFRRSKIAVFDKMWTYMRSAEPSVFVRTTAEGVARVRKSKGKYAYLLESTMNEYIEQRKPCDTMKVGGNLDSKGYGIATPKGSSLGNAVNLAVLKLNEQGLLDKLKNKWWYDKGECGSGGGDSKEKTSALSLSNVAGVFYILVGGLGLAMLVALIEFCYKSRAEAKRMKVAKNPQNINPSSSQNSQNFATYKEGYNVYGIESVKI
AMPAR-TARP mod agonism max-min: further read-out of AMPAR-TARP mod, marked with its call; compound max-min signal; compound-alone response (agonism);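 unitless range of fluorescence divided by baseline over first 100 seconds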
AMPAR-TARP mod glutamate slope: recorded beside AMPAR-TARP mod, whose call it bears; glutamate slope, % of max; measured here: glutamate response slope, % max;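 scaled per plate between vehicle wells and maximal 1 mM glutamate control wells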
The depositor's hits bear a star; i = inactive; + = active, no number. An excerpt, so the mix of outcomes need not match the whole.

Each structure is followed by: AMPAR-TARP mod	AMPAR-TARP mod agonism max-min	AMPAR-TARP mod glutamate slope
COc1ccccc1NC(=O)C(=O)NCC(c1ccco1)N(C)C (centres undefined)
→ i	0.074	90
Cc1c(Nc2nnnc3c2cnn3-c2ccccc2)c(=O)n(-c2ccccc2)n1C
→ i	0.12	42
Cc1cc(C(=O)N2CCN(CCNC(=O)c3cc(=O)c4ccccc4o3)CC2)no1
→ i	0.14	56
O=C1CC(c2nc3ccccc3n2Cc2ccccc2F)CN1Cc1ccc(F)cc1 (centres undefined)
→ i	0.049	6
CCOC(=O)CN1CCN(c2nc3c(c(=O)[nH]c(=O)n3C)n2Cc2cc(C)ccc2C)CC1
→ i	0.071	30
COCCNC(=O)N1CCC(c2cccs2)CC1
→ i	0.12	65
O=S(=O)(c1ccccc1)N(c1cccnc1)S(=O)(=O)c1ccccc1
→ i	0.078	24
Cc1ccc(NC(=O)CN2CCN(CC(=O)Nc3ccc(Cl)cc3)CC2)cc1F
→ i	0.07	39
CSc1ccccc1CN1CCC(CNC(=O)c2ccccn2)CC1
→ +	0.14*	30*
O=C(NCC1CCN(Cc2ccco2)CC1)C(=O)Nc1ccc2c(c1)OCCO2
→ i	0.064	62
COc1ccc(NC(=O)c2cccc(N3CCCS3(=O)=O)c2)cc1OC
→ i	0.095	50
Cc1sc2ncnc(Oc3ccccc3Br)c2c1C
→ i	0.071	35
CCN(Cc1ccccc1)S(=O)(=O)CCNC(=O)c1ccc(OC)cc1
→ i	0.11	53
Cc1c(NC(=O)Cn2nc(-c3ccc4c(c3)OCO4)ccc2=O)c(=O)n(-c2ccccc2)n1C
→ i	0.09	58
Cc1ccc(C2=NC(C)(C)N=C2SCC(=O)Nc2ccccc2)cc1
→ i	0.13	54
COc1ccccc1NC(=O)N1CCC(CNC(=O)c2ccccc2C(F)(F)F)CC1
→ i	0.041	50
O=C(NCCS(=O)(=O)N1CCN(CCc2ccccc2)CC1)C1CCCC1
→ i	0.048	42
COc1ccc(N(Cc2ccccc2F)S(=O)(=O)c2ccc3nnc(C)n3c2)cc1
→ i	0.098	50
COC(=O)N1CCC(CNC(=O)C2CC2)CC1
→ i	0.072	64
CCOc1ccc(OCCNC(=O)c2ccccc2C)cc1
→ i	0.091	64
O=C(NCCCN1CCOCC1)C(=O)Nc1cccc([N+](=O)[O-])c1
→ i	0.066	52
CCN(CC)c1ccc(NC(=O)/C=C/c2ccc(OC)c(OC)c2)cc1
→ i	0.096	51
Cc1ccccc1OCC(=O)Nc1ccc(-n2nncc2C)cc1
→ i	0.079	60
O=S(=O)(NCCCN1CCOCC1)c1cccc2cnccc12
→ i	0.05	60
O=C(c1cc(-c2ccccc2)nc2ccccc12)N1CCOCC1
→ i	0.1	75
O=C(OCN1C(=O)c2ccccc2C1=O)c1ccco1
→ i	0.11	61
COc1ccc(-c2cc(CC(=O)Nc3ccccc3C)no2)cc1
→ i	0.06	40
CCCc1c(C(=O)Nc2ccccc2F)nnn1-c1ccc(C)cc1
→ i	0.11	64
Cn1c(=O)c2cc(C(=O)NCCCN3CCCC3=O)sc2n(C)c1=O
→ +	0.19*	46*
Cc1cc(NCCN2CCOCC2)n2nc(C(F)(F)F)c(-c3ccccc3)c2n1
→ i	0.1	57
O=C(Nc1c2c(nn1-c1ccccc1)CS(=O)(=O)C2)C(=O)NC1CCCC1
→ i	0.054	52
O=C(NCCOc1ccc(F)cc1)c1ccc([N+](=O)[O-])cc1Cl
→ i	0.08	51
COc1cc(OC)cc(C(=O)NCCS(=O)(=O)N2CCN(c3ncccn3)CC2)c1
→ i	0.074	58
O=C(C1c2ccccc2Oc2ccccc21)N1CCN(c2ccc(Cl)cc2)CC1
→ i	0.067	6
O=C(c1ccccc1)C12CC3CC(CC(C3)C1)C2
→ i	0.053	41
COc1cccc2sc(NC(=O)C3CCCN3S(C)(=O)=O)nc12 (centres undefined)
→ i	0.15	61
CC(=O)c1ccc(NC(=O)CSc2nc(=O)n(CCCO)c3c2CCCC3)cc1
→ i	0.05	59
COc1ccc(S(=O)(=O)N2CCCOC2CNC(=O)C(=O)NCCCN2CCOCC2)cc1C (centres undefined)
→ i	0.1	68
CCOC(=O)Cn1c(C2CC(=O)N(c3cc(OC)ccc3OC)C2)nc2ccccc21 (centres undefined)
→ i	0.08	62
O=C(NCCc1csc(-c2ccc(F)cc2)n1)c1cc(=O)c2ccccc2o1
→ i	0.058	63
Cc1cc(C)n(-c2cc(N3CCN(C(=O)Nc4ccc5c(c4)OCCO5)CC3)nc(C)n2)n1
→ i	0.088	59
O=C(Cc1csc(Nc2cccc(Cl)c2)n1)NCc1ccc2c(c1)OCO2
→ i	0.18	67
COc1ccc(C(=O)N2CCC(c3nnc(C(C)C)o3)CC2)cc1OC
→ i	0.1	53
CCc1cc(CC)n(-c2nc3c(c(=O)n(CC)c(=O)n3C)n2Cc2ccc(OC)cc2)n1
→ i	0.082	71
COc1ccc(OC)c(NC(=O)Cn2nc(SC)c(-c3nc(-c4ccccc4)no3)c2N)c1
→ i	0.06	62
COC(=O)Cn1c(=NC(=O)c2cc(C)no2)sc2ccccc21
→ i	0.072	38
O=C(NCCN1CCOCC1)c1ccc(Cl)c(S(=O)(=O)N2CCCCC2)c1
→ i	0.055	63
COc1ccc(Cl)cc1NC(=O)C(=O)NCC1CCN(Cc2ccccc2)CC1
→ i	0.064	49
Cc1nn(C2CCS(=O)(=O)C2)c2nc(-c3ccc(F)cc3)cc(C(=O)N3CCN(C)CC3)c12 (centres undefined)
→ i	0.18	62
CCOC(=O)N1CCN(/C=C(\C#N)C(=O)NCCc2ccccc2)CC1
→ i	0.081	77
N/C(=N\OC(=O)CSc1ccccc1)c1ccc(Br)cc1
→ i	0.06	31
COc1cc(C)c(Cl)cc1S(=O)(=O)N1CCN(Cc2ccccc2)CC1
→ i	0.077	63
COC(=O)c1ccc2c(=O)n(CC(=O)NCC3CCCO3)c(=S)[nH]c2c1 (centres undefined)
→ i	0.052	67
CCOc1ccccc1NC(=O)C(=O)NCC1CCN(c2cnccn2)CC1
→ i	0.1	63
COc1ccc(-c2nc(S(=O)(=O)c3ccccc3)c(N(C)C)o2)cc1
→ i	0.15	59
O=C(Cc1ccc(Cl)cc1)NCCOc1cccc(C(F)(F)F)c1
→ i	0.15	51
COc1ccc(OC)c(-n2c(C)cn3c4c(=O)n(CCN5CCOCC5)c(=O)n(C)c4nc23)c1
→ i	0.068	60
Cc1ccc(C)c(-c2ccc(=O)n(CC(=O)NC3CCCCC3)n2)c1
→ i	0.09	98
CCC1(C)N=C(SCC(=O)Nc2ccc(OC)cc2)C(c2ccccc2)=N1 (centres undefined)
→ i	0.1	61
O=C(Nc1ccc(F)cc1)C(=O)Nc1cccc([N+](=O)[O-])c1
→ i	0.13	63

Carrying on:
Each structure is followed by: AMPAR-TARP mod	AMPAR-TARP mod agonism max-min	AMPAR-TARP mod glutamate slope
COc1ccc(NC(=O)CCSc2nnnn2-c2ccc(OC)cc2)cc1
→ i	0.083	58
CC(=O)c1cc(C(=O)OCC(=O)Nc2cccc(Cl)c2)c2ccccn12
→ i	0.11	54
CCOc1ccc(CC(=O)Nc2cccc(-n3c(C)nc4ccccc4c3=O)c2)cc1
→ i	0.11	59
Cc1cc(-c2nnc(NC(=O)CS(=O)(=O)c3ccc(F)cc3)o2)nn1C
→ i	0.073	44
COc1cccc(C(=O)NCCS(=O)(=O)NCc2ccco2)c1
→ i	0.11	67
C=C(C)Cn1c(=O)c2c(nc3n(-c4cc(C)ccc4OC)c(-c4ccccc4)cn23)n(C)c1=O
→ i	0.061	57
O=C(NCCO)C(=O)Nc1c2c(nn1-c1ccc(Cl)cc1)CS(=O)(=O)C2
→ i	0.073	59
CCN1C(=O)CCc2cc(NC(=O)Nc3cc(OC)cc(OC)c3)ccc21
→ i	0.1	56
COc1ccc(C2NC(=O)NC(C)=C2C(=O)Nc2ccccc2)c(Cl)c1O (centres undefined)
→ i	0.071	39
O=c1n(Cc2c(F)cccc2Cl)nc2ccc(S(=O)(=O)N3CCCCCC3)cn12
→ i	0.1	39
O=C(Nc1nc(-c2cccc3ccccc23)cs1)C1CCN(S(=O)(=O)c2cccs2)CC1
→ i	0.081	11
CCOC(=O)N1CCc2nc(NC(=O)C3CCCN(S(C)(=O)=O)C3)sc2C1 (centres undefined)
→ i	0.094	33
CC(C)c1ccc(NC(=O)CCc2csc(NC(=O)c3ccc[nH]c3=O)n2)cc1
→ i	0.13	53
NC(=O)CSc1nc(-c2ccccc2)c(NC(=O)C(=O)c2c[nH]c3ccccc23)s1
→ i	0.073	41
Cc1ccc(=O)n(CCNC(=O)c2cc(C)oc2C)n1
→ i	0.077	59
CCS(=O)(=O)Nc1ccc(N2CCCC2=O)c(OC)c1
→ i	0.053	60
COc1ccc(NC(=O)C(=O)NCC(C)(O)c2ccc(-c3ccccc3)cc2)cc1Cl (centres undefined)
→ i	0.13	55
CC1=NN(c2ccccc2)C(=O)C1C(=O)c1sc(-c2ccccc2)nc1C (centres undefined)
→ i	0.12	52
COc1ccccc1-n1nnnc1SCCC(=O)Nc1ccccc1C
→ i	0.066	57
COc1ccc(OCC(=O)NCCOc2ccc(F)cc2)cc1
→ i	0.087	58
COCCNC(=O)C(=O)NCC1CCN(Cc2ccccc2SC)CC1
→ i	0.092	62
CCCS(=O)(=O)NCC1CC(=O)N(Cc2ccc(F)cc2)C1 (centres undefined)
→ i	0.041	48
CCCn1c(=O)c2c(nc3n2CCCN3c2ccc(OC)cc2OC)n(C)c1=O
→ i	0.052	53
O=C(Nc1ccc2cn[nH]c2c1)C1CN(c2nc3c(C(F)(F)F)cccc3s2)C1
→ i	0.11	59
CCOc1ccccc1NC(=O)Cn1c2ccccc2c2ncn(Cc3ccc(OC)cc3)c(=O)c21
→ i	0.16	55
COc1ccc(OC)c(S(=O)(=O)Nc2ccc(CC(=O)NC3CC3)cc2)c1
→ i	0.062	28
O=C(NCCn1nc(-c2ccco2)ccc1=O)Nc1ccc(F)cc1
→ i	0.032	25
COc1ccc(N2C(=O)C3N=NN(CC(=O)Nc4cccc(Cl)c4C)C3C2=O)cc1OC (centres undefined)
→ i	0.094	62
COc1ccc(CCS(=O)(=O)N2CCC(c3cccs3)CC2)cc1
→ i	0.11	66
O=S(=O)(NCC1CCN(c2ncccn2)CC1)c1ccc2c(c1)OCCO2
→ i	0.089	60

Other records follow:
| SMILES | AMPAR-TARP mod | AMPAR-TARP mod agonism max-min | AMPAR-TARP mod glutamate slope |
| --- | --- | --- | --- |
| CCOc1ccc(-c2c(C)sc3ncn(CC(=O)N4CCOCC4)c(=O)c23)cc1 | i | 0.052 | 51 |
| COc1ccc(Cl)cc1NC(=O)NCC#CCN1CCc2ccccc2C1 | i | 0.11 | 54 |
| COc1cccc(C(=O)Nc2nnc(CS(=O)(=O)c3ccccc3)o2)c1OC | i | 0.076 | 51 |
| COc1ccc(/C=C2\SC(=S)N(c3ccc(C)cc3)C2=O)cc1OC | i | 0.084 | 29 |
| Cc1ccc(Cn2c(CO)cnc2SCC(N)=O)cc1 | i | 0.061 | 80 |
| O=C(NCCCc1ccccc1)C(=O)Nc1ccc(Cl)c(N2CCCS2(=O)=O)c1 | i | 0.085 | 90 |
| COc1cc(NC(=O)NCc2nn(C)c(=O)c3ccccc23)cc(OC)c1OC | i | 0.11 | 52 |
| O=C(CCC(=O)OCCc1ccccc1)Nc1ccc(S(=O)(=O)Nc2nccs2)cc1 | i | 0.024 | 49 |

Profiles, quoted from the list. Values in the order: AMPAR-TARP mod	AMPAR-TARP mod agonism max-min	AMPAR-TARP mod glutamate slope
CCOc1ccc(-c2c(C)sc3ncn(CC(=O)N4CCOCC4)c(=O)c23)cc1 reads i	0.052	51
COc1ccc(Cl)cc1NC(=O)NCC#CCN1CCc2ccccc2C1 reads i	0.11	54
Cc1ccc(Cn2c(CO)cnc2SCC(N)=O)cc1 reads i	0.061	80
COc1cc(NC(=O)NCc2nn(C)c(=O)c3ccccc23)cc(OC)c1OC reads i	0.11	52
COc1ccc(/C=C2\SC(=S)N(c3ccc(C)cc3)C2=O)cc1OC reads i	0.084	29

(further entries)
| SMILES | AMPAR-TARP mod | AMPAR-TARP mod agonism max-min | AMPAR-TARP mod glutamate slope |
| --- | --- | --- | --- |
| Cc1c(C)n2c3c(=O)n(CC(=O)OCc4ccccc4)c(=O)n(C)c3nc2n1C1CCCCC1 | i | 0.038 | 38 |
| COc1ccc(N2CCN(C(CNS(=O)(=O)c3ccccc3)c3cccnc3)CC2)cc1 (centres undefined) | i | 0.11 | 54 |
| CC(C)Sc1ccc(C(=O)Nc2ncnc3sccc23)cc1 | i | 0.055 | 69 |
| Cn1nc(-c2ccccc2)cc1C(=O)N1CCN(C(=O)C2CC2c2cccs2)CC1 (centres undefined) | i | 0.091 | 53 |
| COc1ccc(C)cc1NC(=O)C(=O)NCCc1c[nH]c2ccccc12 | i | 0.084 | 41 |
| Cn1c(=O)[nH]c(=O)c2c1nc(N1CCOCC1)n2CC(=O)c1ccccc1 | i | 0.068 | 51 |
| Cc1cc(NC(=O)C(=O)NCCCn2ccnc2)no1 | i | 0.13 | 69 |
| CSc1cccc(NC(=O)Cc2cc(-c3ccc4c(c3)CC(C)O4)on2)c1 (centres undefined) | i | 0.049 | 40 |
| COc1ccc(C(=O)N2CCN(c3ncnc4c3nnn4C)CC2)cc1 | i | 0.03 | 33 |
| CCc1ccc(-c2cc3c(=O)n(Cc4nc(-c5ccccc5C)no4)ccn3n2)cc1 | i | 0.14 | 53 |

Quoted at random: two records from the list
| SMILES | AMPAR-TARP mod | AMPAR-TARP mod agonism max-min | AMPAR-TARP mod glutamate slope |
| --- | --- | --- | --- |
| CCc1ccc(-c2cc3c(=O)n(Cc4nc(-c5ccccc5C)no4)ccn3n2)cc1 | i | 0.14 | 53 |
| Cc1cc(NC(=O)C(=O)NCCCn2ccnc2)no1 | i | 0.13 | 69 |

Assay outcomes from PubChem BioAssay.
